Bioassay records: PubChem BioAssay, National Center for Advancing Translational Sciences (NCATS)
FEN1 inhibitor – human FEN1 inhibition. AID 588795. Recombinant FEN1 flap cleavage, fluorescence, 15 min. Potency, µM (doses to about 114 µM), inactives show at the highest dose activity change, negative = inhibition, most hits filed as inhibitors. P39748. 390,000 tested, 0.35% active; also: nearly all actives have a fitted effect of over 65% in size
Target sequence (P39748 whole entry, looked up): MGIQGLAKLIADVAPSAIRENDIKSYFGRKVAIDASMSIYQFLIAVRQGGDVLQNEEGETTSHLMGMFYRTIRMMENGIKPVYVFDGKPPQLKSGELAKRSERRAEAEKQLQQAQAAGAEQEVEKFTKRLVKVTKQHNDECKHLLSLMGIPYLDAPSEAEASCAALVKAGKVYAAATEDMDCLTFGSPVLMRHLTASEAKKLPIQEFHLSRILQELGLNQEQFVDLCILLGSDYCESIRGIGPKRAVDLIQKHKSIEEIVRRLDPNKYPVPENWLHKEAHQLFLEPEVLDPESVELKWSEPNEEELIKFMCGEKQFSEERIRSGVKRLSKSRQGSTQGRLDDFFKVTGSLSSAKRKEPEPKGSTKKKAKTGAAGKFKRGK
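Compounds are tested as a concentration series against 10 nM FEN1; after a 15 min room-temperature preincubation, 50 nM substrate starts cleavage, with plate reads at 0 and 15 min. Normalized responses are fitted by a Hill equation.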
TDP1 block – inhibitors of human tyrosyl-DNA phosphodiesterase TDP1. Q9NUW8. recombinant TDP1, AlphaScreen DNA substrate cleavage. Potency, µM (top dose mostly 130 µM), for the others: at the highest dose activity change, negative = inhibition, usual class: inhibitors. 350,000 tested, 0.28% active. AID 485290; also: nearly all actives have a fitted effect of over 40% in size
Target sequence (Q9NUW8 whole entry, looked up): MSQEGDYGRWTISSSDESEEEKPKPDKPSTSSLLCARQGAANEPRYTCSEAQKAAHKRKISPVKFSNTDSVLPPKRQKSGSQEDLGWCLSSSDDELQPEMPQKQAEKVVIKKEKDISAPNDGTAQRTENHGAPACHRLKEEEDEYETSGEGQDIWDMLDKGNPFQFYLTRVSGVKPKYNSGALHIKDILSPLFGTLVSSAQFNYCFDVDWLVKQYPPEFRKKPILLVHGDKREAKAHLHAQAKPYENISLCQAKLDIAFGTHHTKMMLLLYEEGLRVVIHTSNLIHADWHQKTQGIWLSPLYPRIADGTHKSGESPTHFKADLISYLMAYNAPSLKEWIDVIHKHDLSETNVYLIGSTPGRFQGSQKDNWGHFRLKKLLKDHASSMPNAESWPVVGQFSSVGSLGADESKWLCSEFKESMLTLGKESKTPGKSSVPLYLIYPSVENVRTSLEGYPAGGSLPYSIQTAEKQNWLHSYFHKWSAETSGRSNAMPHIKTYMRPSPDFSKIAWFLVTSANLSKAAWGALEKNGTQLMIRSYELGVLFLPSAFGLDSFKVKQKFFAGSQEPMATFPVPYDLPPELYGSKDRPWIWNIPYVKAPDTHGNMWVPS
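Recombinant E. coli-expressed Tdp1 (1 nM) preincubated with compound 15 min at RT, then 5'-biotin/3'-phosphotyrosine-FITC DNA substrate (15 nM) added for 5 min. AlphaScreen beads (10 ug/ml) added, 10 min RT; tyrosine-FITC cleavage read as signal loss.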
N370S GC mod – inhibits or activates N370S mutant glucocerebrosidase; P04062; N370S GC spleen homogenate, 4MU-glucoside fluorescence; Potency, µM (top dose mostly 59.4 µM), inactives show at the highest dose activity change, negative = inhibition, hits mostly inhibitors; 330,000 tested, 0.092% active;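 also: 0% = full enzyme activity and -100% = no enzyme basal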
* hit, by the source's call; ? = inconclusive; nt = no result given; & = joins results of further samples; [ ] = remark or other dose. Calls follow the shape of the dose curve; as a rule, active = well fitted curve in the direction sought with a large enough effect; inconclusive = small, poorly fitted or top-dose-only effect, or another doubt; inactive = no such curve, though single readings can be large; an effect the other way counts as inactive or inconclusive. Unless noted, % is scaled to controls: 0 for no effect and ±100 for the full control effect; potency is read from the fitted curve at half-maximal effect.

SMILES	FEN1 inhibitor	TDP1 block	N370S GC mod
CCOC(=O)c1c(NC(=O)CSc2n[nH]c(N)n2)sc(CC)c1C	-7%	6%	-6%
CC(=O)c1ccccc1NC(=O)CSc1nnc2ccccn12	nt	0%	-8%
COc1cc(C2C3=C(CCCC3=O)Nc3[nH]n(-c4ccccc4)c(=O)c32)cc(OC)c1OC (stereo not drawn)	0%	4%	-9%
CSc1ccc(CN(C)C(=O)CN2C(=O)NC3(CCCC3)C2=O)cc1	-9%	0%	-2%
COC(=O)C1(C)C=CC2(CCCCC2)N1C(=O)c1ccccc1 (stereo not drawn)	nt	10%	-11%
CC(Sc1nnc(-c2ccc(Cl)cc2)n1C)C(N)=O (stereo not drawn)	1%	4%	3%
COc1ccc(S(=O)(=O)N2CCCCC2)cc1NC(=O)Cn1cnc2ccccc2c1=O	11%	0%	nt
O=C(Nc1cccc(Cl)c1)N1CCSc2cc(Cl)ccc21	-21%	3%	5%
c1ccc(-c2csc(-n3cnnn3)n2)cc1	-5%	1%	3%
COc1ccc(/C=C2\CN(Cc3ccccc3)C/C(=C\c3ccc(OC)c(O)c3)C2=O)cc1O	?	0%	?
COC(=O)c1ccc(NC(=O)c2cc[n+](Cc3ccccc3)cc2)cc1	6%	nt	-21%
NCCCC[C@H]1CNC(=O)C(=O)N1CCCCC1CCCCC1	-5%	-1%	-5%
CCOC(=O)c1ccc(NC(=O)NNS(=O)(=O)c2cc(OC)ccc2OC)cc1	1%	5%	4%
CCCS(=O)(=O)Nc1cccc(-c2cn3ccc(C)cc3n2)c1	-20%	2%	nt
N#C/C(=C\c1c[nH]c2ccccc12)C(=O)Nc1ncc(Cc2ccc(Cl)cc2Cl)s1	-6%	3%	5%
CCOC(=O)CCN	13%	-3%	0%
Cc1c(C)n(CCc2ccccc2)c2ncnc(NN)c12	-6%	nt	2%
O=C(CC1NC(=O)NC1=O)NC1(C(=O)NC2CCCCC2)CCCCC1 (stereo not drawn)	-9%	5%	5%
COc1cc(C2CC(c3cccnc3)=NN2c2ccc(F)cc2)cc(OC)c1OC (stereo not drawn)	17%	nt	3%
CC1CCC2(CC1)NC(=O)N(CC(=O)NCc1cccs1)C2=O (stereo not drawn)	-8%	-3%	4%
CCN1CCc2c(sc(NC(=S)NC(=O)c3ccccc3)c2C#N)C1	-7%	4%	-4%
CCCNC(=O)c1c(N)n(-c2ccc(S(N)(=O)=O)cc2)c2nc3ccccc3nc12	4%	nt	2%
N/C(=N\OC(=O)CSc1ccccc1)c1ccc([N+](=O)[O-])cc1	-9%	5%	6%
Cc1nn(-c2ccccc2)c2c1N(CC(=O)NCc1ccc(N(C)C)cc1)C(=O)CS2	-9%	1%	nt
CCSc1nnc(C)c2ccccc12	5%	1%	-25%
CCOc1ccc(-c2[nH]ncc2-c2ccc(Cl)cc2)c(O)c1	-6%	nt	-9%
CCCSCC(=O)Nc1ncc2c(n1)-c1ccccc1CC2	9%	-9%	-22%
O=C1C=C(NCc2ccc3c(c2)OCO3)CC(c2ccccc2)C1 (stereo not drawn)	3%	3%	-2%
CCCC(=O)Nc1ccc2nc(SCC(=O)Nc3nccs3)sc2c1	-5%	-3%	3%
O=C(NCC(O)c1ccc([N+](=O)[O-])cc1)C(c1ccccc1)c1ccccc1 (stereo not drawn)	2%	7%	0%
COc1cccc(OC)c1C(=O)Nc1ccccc1C(=O)N1CCCCCC1	1%	3%	-4%
Cc1ccccc1NC(=O)Cc1nnc(SCc2ccc(Cl)c(Cl)c2)n1C	9%	3%	3%
Cc1nn(-c2cc(C(F)(F)F)ccc2Cl)c2nc(C(F)(F)F)[nH]c(=O)c12	2%	7%	5%
O=C(N/N=C/c1ccc2c(c1)OCO2)c1ccc(Cn2cc([N+](=O)[O-])cn2)o1	-5%	8%	-1%
[O-]/C(=C(\C(=S)Nc1ccc(SC(F)F)cc1)[n+]1ccccc1)c1cc(Cl)ccc1Cl	-2%	5%	-6%
CCN(/N=C/c1ccc(Cl)cc1)c1cc(=O)n(C)c(=O)[nH]1	3%	1%	2%
CSc1nnc(-c2ccncc2)n1CCCN1CCCC1=O	-4%	-3%	4%
CC(C)C[C@H](NC(=O)c1ccc(NCc2cnc[nH]2)cc1-c1cccc2ccccc12)C(=O)O	nt	11%	-8%
COc1ccc(NC(=O)Nc2sc3nc4n(c(=O)c3c2C)CCC(C)CC4)cc1OC (stereo not drawn)	6%	-4%	nt
CCN(c1ccc(NC(=O)CCc2nc3sc4c(c3c(=O)[nH]2)CCCC4)cc1)C(C)C	5%	0%	12%

Some of the entries above, set out differently:
Values in the order: FEN1 inhibitor	TDP1 block	N370S GC mod
COc1cc(C2CC(c3cccnc3)=NN2c2ccc(F)cc2)cc(OC)c1OC (stereo not drawn)
    17%	nt	3%
CC1CCC2(CC1)NC(=O)N(CC(=O)NCc1cccs1)C2=O (stereo not drawn)
    -8%	-3%	4%
CCN1CCc2c(sc(NC(=S)NC(=O)c3ccccc3)c2C#N)C1
    -7%	4%	-4%
CCCNC(=O)c1c(N)n(-c2ccc(S(N)(=O)=O)cc2)c2nc3ccccc3nc12
    4%	nt	2%
N/C(=N\OC(=O)CSc1ccccc1)c1ccc([N+](=O)[O-])cc1
    -9%	5%	6%
Cc1nn(-c2ccccc2)c2c1N(CC(=O)NCc1ccc(N(C)C)cc1)C(=O)CS2
    -9%	1%	nt
CCSc1nnc(C)c2ccccc12
    5%	1%	-25%
CCOc1ccc(-c2[nH]ncc2-c2ccc(Cl)cc2)c(O)c1
    -6%	nt	-9%
CCCSCC(=O)Nc1ncc2c(n1)-c1ccccc1CC2
    9%	-9%	-22%
O=C1C=C(NCc2ccc3c(c2)OCO3)CC(c2ccccc2)C1 (stereo not drawn)
    3%	3%	-2%
CCCC(=O)Nc1ccc2nc(SCC(=O)Nc3nccs3)sc2c1
    -5%	-3%	3%
O=C(NCC(O)c1ccc([N+](=O)[O-])cc1)C(c1ccccc1)c1ccccc1 (stereo not drawn)
    2%	7%	0%
COc1cccc(OC)c1C(=O)Nc1ccccc1C(=O)N1CCCCCC1
    1%	3%	-4%
Cc1ccccc1NC(=O)Cc1nnc(SCc2ccc(Cl)c(Cl)c2)n1C
    9%	3%	3%
Cc1nn(-c2cc(C(F)(F)F)ccc2Cl)c2nc(C(F)(F)F)[nH]c(=O)c12
    2%	7%	5%
O=C(N/N=C/c1ccc2c(c1)OCO2)c1ccc(Cn2cc([N+](=O)[O-])cn2)o1
    -5%	8%	-1%
[O-]/C(=C(\C(=S)Nc1ccc(SC(F)F)cc1)[n+]1ccccc1)c1cc(Cl)ccc1Cl
    -2%	5%	-6%
CCN(/N=C/c1ccc(Cl)cc1)c1cc(=O)n(C)c(=O)[nH]1
    3%	1%	2%
CSc1nnc(-c2ccncc2)n1CCCN1CCCC1=O
    -4%	-3%	4%
CC(C)C[C@H](NC(=O)c1ccc(NCc2cnc[nH]2)cc1-c1cccc2ccccc12)C(=O)O
    nt	11%	-8%

The results go on.
SMILES	FEN1 inhibitor	TDP1 block	N370S GC mod
C=C1CCC2[C@](C)(CO[C@@H]3O[C@H](CO)[C@@H](O)[C@H](O)[C@H]3O)CCC[C@@]2(C)[C@@H]1CCC1=CCOC1=O (stereo partly drawn)	6%	nt	-10%
c1ccc(C2=Nc3ccccc3OC2)cc1	3%	2%	3%
COCCNC(=O)c1ccc2c(=O)n(CCOC)c(SCC(=O)c3c[nH]c4ccccc34)nc2c1	-1%	-3%	nt
CCOc1ccc(NC(=O)c2ccc(NC(=O)c3cn4c5c(c(N6CCN(C)CC6)c(F)cc5c3=O)OCC4C)cc2)cc1 (stereo not drawn)	-1%	6%	-14%
COc1ccccc1OCCn1c(SCC(N)=O)nc2ccccc21	3%	nt	2%
CCN(C(=O)Cn1c(=O)oc2ccccc21)c1ccc(C)c(C)c1	-14%	nt	5%
NC(=O)CC(NC(=O)Cc1ccc(Br)cc1)c1ccc(NCCN2CCCCC2)c([N+](=O)[O-])c1 (stereo not drawn)	17%	nt	-11%
Cc1ccc(N(CC(=O)N/N=C/c2ccco2)S(=O)(=O)c2ccccc2)cc1	-19%	9%	2%
CCOC(=O)c1c(SCC(=O)Nc2nccs2)nc(C)c(C)c1C	-1%	3%	1%
CSCCC(N=Cc1c(O)n(-c2ccc(F)cc2)c(=O)[nH]c1=O)C(=O)O (stereo not drawn)	nt	-2%	2%
Cc1ccc(S(=O)(=O)NC(=O)Nc2cccc(C)n2)cc1	2%	11%	5%
Cc1ccc(NC(=O)CC(C)CC(=O)NCc2ccccc2)cc1Cl (stereo not drawn)	9%	3%	1%
COc1ccc2cc(-c3[nH]ncc3CN3CCCN(c4ccccc4)CC3)ccc2c1	2%	8%	-19%
O=C(CN(C(=O)Cn1nnc(-c2ccc(F)cc2)n1)C1CCCC1)NC1CCCC1	6%	0%	-18%
O=C(Nc1ccccc1OC(F)F)c1oc2ccccc2c1COc1ccccc1	-3%	0%	6%
Cc1ccccc1Nc1cc(C(=O)NC2CCC(C)CC2)c2ccccc2n1 (stereo not drawn)	-2%	0%	nt
COc1cc(C=O)ccc1OC(=O)c1ccc(C(C)C)cc1	-14%	-4%	6%
CC1(C)OC(=O)C(=NNc2ccccc2)C(=O)O1	-4%	3%	-7%
CCCOc1c(OC)cccc1C1CC(=O)Nc2cc(OC)c(OC)c(OC)c21 (stereo not drawn)	0%	8%	11%
CCn1cc(S(=O)(=O)c2cccc(C)c2)c(=O)c2cc(F)c(N3CCCCC3C)cc21 (stereo not drawn)	16%	6%	nt

The final 2 entries of the part above come first, to join the parts.
SMILES	FEN1 inhibitor	TDP1 block	N370S GC mod
CCCOc1c(OC)cccc1C1CC(=O)Nc2cc(OC)c(OC)c(OC)c21 (stereo not drawn)	0%	8%	11%
CCn1cc(S(=O)(=O)c2cccc(C)c2)c(=O)c2cc(F)c(N3CCCCC3C)cc21 (stereo not drawn)	16%	6%	nt
COc1ccccc1NCc1nnc2n1CCCCC2	7%	0%	nt
COc1cc2cc(CN(C(=O)Nc3ccccc3)C3CCCC3)c(=O)[nH]c2cc1OC	6%	6%	20%
COc1cc(S(=O)(=O)NCc2ccccn2)ccc1Cl	8%	nt	1%
Cc1cc(C)cc(OC(C)c2ccnc3nc(/N=C/N(C)C)nn23)c1 (stereo not drawn)	-3%	3%	3%
Brc1cccc(-c2nnc3sc(CN4CCCCC4)cn23)c1	-9%	2%	3%
COc1ccc(OCC(=O)Nc2cc(S(=O)(=O)N3CCCC3)ccc2OCC(F)(F)F)cc1	7%	-2%	-1%
C/C(=N\NC(=O)c1cc2ccccc2cc1O)c1cc2ccccc2o1	-3%	8%	-7%
CCc1nc(CN2CCN(Cc3ccc(F)c(F)c3)C(CCO)C2)c(C)[nH]1 (stereo not drawn)	-7%	0%	-17%
COc1cccc(N(CC(=O)NC2CCCC2)C(=O)CCCC(=O)Nc2ccccn2)c1	-9%	6%	-1%
Cc1ccc(NC(=O)c2c(C(F)(F)F)nn(C)c2Cl)cc1C	5%	-3%	14%
NC(=O)c1ccccc1	1%	?	2%&11%&-2%
CCCC(=O)N1CCN(c2ccc(C(=O)c3ccc(OC)c(Br)c3)cc2F)CC1	nt	3%	2%
C[C@H]1COC(=O)[C@H](Cc2ccc(F)cc2)CC/C=C/C[C@@H](CC(=O)N(CCO)Cc2ccccc2)C(=O)N1	14%	1%	nt
CCCc1nc(SCc2cc(=O)c3ccc(C)c(C)c3[nH]2)n[nH]1	3%	8%	nt
Clc1ccc(C[n+]2cc(-c3ccc(Cl)cc3)n3c2CCC3)cc1	2%	3%	2%
O=S1(=O)N=C(N(CCO)/N=C/c2ccc(Cl)cc2)c2ccccc21	1%	nt	-6%
Cc1occc1C(=O)NN1C(=O)C2C3CCC(O3)C2C1=O (stereo not drawn)	5%	-1%	1%
CCOc1ccc(OCC)c(NC(=O)CCSCCc2ccccn2)c1	-1%	5%	-2%
CN(Cc1cccnc1)C(=O)c1ccc2nc(Cc3ccccc3F)oc2c1	6%	5%	-5%
COc1ccc(S(=O)(=O)N2CCCCC2)cc1NC(=O)CCNC(=O)c1ccc(Br)cc1	0%	nt	2%
O=C(O)c1nccnc1C(=O)NCc1csc2ccc(Cl)cc12	4%	-1%	7%
Cc1ccsc1C1CC(=O)OC2=C1C(=O)CC(C)(C)C2 (stereo not drawn)	nt	-1%	9%
Cc1cc2c(=O)oc(-c3ccccc3Br)nc2s1	11%	-1%	-11%
O=C(O)c1cccc(NC(=O)c2cccc(S(=O)(=O)Nc3cccc([N+](=O)[O-])c3)c2)c1	-2%	nt	-12%
O=C(Nc1nc2n(n1)C(c1ccccc1)C=C(c1ccccc1)N2)c1ccc(Cl)c([N+](=O)[O-])c1 (stereo not drawn)	14%	9%	nt
O=C(Nc1ccc(NC(=O)c2cccs2)cn1)c1ccccc1	-2%	0%	1%
C/C=C/Cn1c(SC)nc2c1c(=O)[nH]c(=O)n2C	-13%	3%	18%
CC(C)CCNC(=O)NC(=O)COC(=O)/C=C/c1cnc2ccccc2n1	3%	-1%	nt
COc1cccc(-n2nnnc2SCC(=O)NC2CCCCC2)c1	14%	nt	-1%
Cn1c(N)c(C(=O)CCl)c(=O)n(C)c1=O	-4%	6%	-28%
CC1CCC(NC(=O)CN2C(=O)NC(C)(C)C2=O)CC1 (stereo not drawn)	-13%	2%[0.505 µM]	3%
